Bioassay records (PubChem)
GalR3 antag: GalR3 antagonists in HEK293 cells, primary screen, cell-based, fluorescence readout | HEK293 GalR3-CNG cAMP membrane potential fluorescence; galR3 body fused to GalR1 C-terminus | inhibition, % at 3 µM | hit rate 0.44% among 360,000;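 active = inhibition above the screen-wide average plus 3 SD, cut at about 13% in these data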;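 note: forskolin and galanin both at EC90 stimulate the cells; cAMP rise reported by CNG channel membrane potential dye signal; 0% = forskolin plus galanin with DMSO and 100% = forskolin alone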
Target sequence (O60755 1-299 limits assumed): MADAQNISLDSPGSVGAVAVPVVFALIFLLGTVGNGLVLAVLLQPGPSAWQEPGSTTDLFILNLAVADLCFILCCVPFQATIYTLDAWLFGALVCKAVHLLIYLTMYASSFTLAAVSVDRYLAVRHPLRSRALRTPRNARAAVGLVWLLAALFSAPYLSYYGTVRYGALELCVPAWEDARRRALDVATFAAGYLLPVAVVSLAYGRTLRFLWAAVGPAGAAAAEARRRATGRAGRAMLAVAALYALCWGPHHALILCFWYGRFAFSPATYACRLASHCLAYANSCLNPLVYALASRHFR
* hit, by the source's call. These rows are one share of the data, so the mix of outcomes need not match the whole.

GalR3 antag	Structure
-7	O=C(COC(=O)c1ccc(OC(F)F)cc1)NCC1CCCO1 (centres undefined)
2	O=C(CCCN1C(=O)/C(=C/c2ccc(F)cc2)SC1=S)Nc1ccc(C(=O)O)cc1
-6	C[C@@H]1CN([C@H](C)CO)C(=O)CCCn2nncc2CO[C@@H]1CN(C)C(=O)c1ccncc1
-5	CC(=O)Nc1cccc(C(=O)OCC(=O)N2CCN(C(=O)COC(=O)c3cccc(NC(C)=O)c3)CC2)c1
-4	O=C(Nc1ccc(S(=O)(=O)N2CCOCC2)cc1)c1ccc(Cl)c([N+](=O)[O-])c1
1	CCCCCCN1C[C@@H](n2cc(C3CC3)nn2)[C@H](O)C[C@@H]1c1ccc(Cl)cc1
-7	CN(CC(=O)Nc1ccc(F)c(F)c1F)C(=O)CCN1C(=O)C2CC=CCC2C1=O (centres undefined)
-3	COc1cccc(/C=C/C(=O)Nc2cc(S(=O)(=O)N3CCOCC3)ccc2OC)c1
-4	Cc1cccc(C)c1NC(=O)CN1CCN(c2ccc(C(F)(F)F)cn2)CC1
-2	CC(=O)OC1CCC2C3CCc4cc(OP(=O)(N5CC5)N5CC5)ccc4C3CCC12C (centres undefined)
-3	CCNC(=O)C1CCCN(C(=O)c2ccc(OC(F)F)cc2)CC1 (centres undefined)
-6	COCCNC(=O)C1(C)CCCN(Cc2cccc(F)c2)C1 (centres undefined)
-5	CNc1ccc(-c2cccc(C(=O)N3CCOCC3)c2)cn1
-7	CC(C)(C)CC(C)(C)N=C1Nc2ccccc2NC12C[C@H]1CCC(=O)N3CC[C@@H](C2)[C@@H]13 (some centres undefined)
-1	COc1cccc(C(=O)C(=O)c2cccc(OC)c2OC)c1OC
-4	Cc1cc2nc(-c3cccc(Cl)c3)c(Cc3ccsc3)n2c(C)c1Br
-4	O=C(O)C(=Cc1ccc([N+](=O)[O-])cc1)CCc1ccccc1
-9	COC(=O)[C@H](N[C@H](/C=C/c1ccccc1)[C@@H](O)Cc1ccccc1)c1ccccc1
-6	O=C(NC1CCCC1)[C@@H]1CCCN1C(=O)[C@@H](NC(=O)N1CCOCC1)c1ccccc1
-6	Cc1cccc(C=CC(=O)c2ccccc2)c1
-4	CC(=O)Nc1ccc(C(=O)OCC(=O)NC(=O)NCc2ccccc2)cc1
-6	OC(Cc1ccccc1Br)c1ncc(-c2cccc(C(F)(F)F)c2)[nH]1 (centres undefined)
-6	NC(c1csc(Nc2nncc3ccccc23)n1)C1CCCCC1 (centres undefined)
-2	Clc1cccc(Cc2c(-c3ccco3)nc3c4ccccc4ccn23)c1
-9	NC(Cc1ccc(Cl)cc1)c1csc(NC(=O)NCC2CCCCC2)n1 (centres undefined)
-6	CCNC(=O)C1(C)CCCN(C(=O)COCc2ccccc2)C1 (centres undefined)
-5	CC(C)c1ccc(Nc2n[nH]c(=S)s2)cc1
-3	CSc1nc(N)c2c(n1)N(C)C=NS2(=O)=O
6	COc1ccc(-n2c(COc3ccc(Cl)cc3Cl)n[nH]c2=S)cc1
-3	C[C@H]1C(c2ccc(F)cc2)=NN(c2ccccc2)[C@@H]1CO

Looked up above:
For GalR3 antag, Clc1cccc(Cc2c(-c3ccco3)nc3c4ccccc4ccn23)c1 is entered as -2
For GalR3 antag, CC(C)(C)CC(C)(C)N=C1Nc2ccccc2NC12C[C@H]1CCC(=O)N3CC[C@@H](C2)[C@@H]13 (some centres undefined) is entered as -7
For GalR3 antag, CNc1ccc(-c2cccc(C(=O)N3CCOCC3)c2)cn1 is entered as -5

Shown bar-delimited: entries from further up
mol | GalR3 antag
CCNC(=O)C1(C)CCCN(C(=O)COCc2ccccc2)C1 (centres undefined) | -6
CC(C)c1ccc(Nc2n[nH]c(=S)s2)cc1 | -5
CSc1nc(N)c2c(n1)N(C)C=NS2(=O)=O | -3
COc1ccc(-n2c(COc3ccc(Cl)cc3Cl)n[nH]c2=S)cc1 | 6

A draw from above in order of heavy-atom count, ascending.
GalR3 antag	Structure
-3	CSc1nc(N)c2c(n1)N(C)C=NS2(=O)=O
-6	Cc1cccc(C=CC(=O)c2ccccc2)c1
-5	CNc1ccc(-c2cccc(C(=O)N3CCOCC3)c2)cn1
-6	NC(c1csc(Nc2nncc3ccccc23)n1)C1CCCCC1 (centres undefined)
-2	Clc1cccc(Cc2c(-c3ccco3)nc3c4ccccc4ccn23)c1
-4	CC(=O)Nc1ccc(C(=O)OCC(=O)NC(=O)NCc2ccccc2)cc1
2	O=C(CCCN1C(=O)/C(=C/c2ccc(F)cc2)SC1=S)Nc1ccc(C(=O)O)cc1

Back to the main list, repeating the 4 entries before the break.
GalR3 antag	Structure
-5	CC(C)c1ccc(Nc2n[nH]c(=S)s2)cc1
-3	CSc1nc(N)c2c(n1)N(C)C=NS2(=O)=O
6	COc1ccc(-n2c(COc3ccc(Cl)cc3Cl)n[nH]c2=S)cc1
-3	C[C@H]1C(c2ccc(F)cc2)=NN(c2ccccc2)[C@@H]1CO
-3	COC(=O)c1ccc(CC2(C)C(=O)Nc3ccc(OC(F)(F)F)cc32)o1 (centres undefined)
-1	N#CC1(Nc2ccc(Br)cc2)CCCC1
-1	CCCNC(=O)C1(C)CCN(Cc2ccc(OCc3ccccc3)cc2)C1 (centres undefined)
-9	CSc1ccc(NC(=O)C2(C)CCN2C(=O)Cc2ccc(C(C)(C)C)cc2)cc1 (centres undefined)
-1	CC1(C(=O)NS(=O)(=O)c2cccc(C#N)c2)CCN1C(=O)Cc1ccc(-c2ccccc2)cc1 (centres undefined)
-7	CC(=O)Nc1cc(-c2cccc(C)c2)cn2c(-c3ccc(S(C)(=O)=O)cc3)cnc12
-8	O=C(NCCOc1ccccc1)C1CCN(C(=O)Nc2ccccc2)CC1
-6	CCOc1ccc(S(=O)(=O)N(C)c2ccc(OCC(=O)Nc3ccccc3F)cc2)cc1
-8	CCCNC(=O)C1(C)CCCN(Cc2ccc(Oc3ccccc3)cc2)C1 (centres undefined)
-3	CC(Sc1nnc(C2CC2)n1-c1ccccc1)C(=O)N1CCNC1=O (centres undefined)
-5	Cc1ccc(S(=O)(=O)N2CCN(C(=O)COC(=O)COc3ccccc3C(C)C)CC2)c(C)c1
-6	COc1ccc(C=NNC(=O)NN=Cc2ccc(OC)c(OC)c2)cc1OC
-7	COc1ccc(CC(N)c2csc(NC(=O)Nc3ccc(OC)cc3)n2)cc1 (centres undefined)
2	CC(=NNC(=S)SCc1ccccc1)c1ccccn1
-3	CC(O)(c1cccc(F)c1)c1nc(-c2ccncc2)cs1 (centres undefined)
-4	COc1cccc(CNc2nc3cc(-c4cnn(Cc5ccccc5)c4)sc3c(=O)n2C)c1
-5	COc1ccc(CN2C[C@@H](CO)O[C@@H](n3cnc4c(NCCO)ncnc43)C2)cc1
-7	COC(=O)[C@]12CCCCC=C1N(Cc1ccc3c(c1)OCO3)C(=O)[C@H](CC(=O)NCC1CCCCC1)C2
-7	Fc1cccc(Cl)c1CN1CCN(c2ncc(Cc3ccccc3)cn2)CC1
-6	COCc1ccc(C(=O)N2CCCC(N(C)CCc3ccccc3)C2)s1 (centres undefined)
-2	COCCN(C(=O)COC(=O)C(C)(C)Oc1ccc(Cl)cc1)c1c(N)n(Cc2ccccc2)c(=O)[nH]c1=O
-6	COc1ccc(NC(=O)Nc2nc(C(N)CC(C)C)cs2)cc1 (centres undefined)
-3	Cc1ccc2nc(-c3ccccc3)c(Cc3ccsc3)n2c1
-2	CC(=O)NC(c1ccc(F)c(F)c1)c1nc(-c2cnc3ccccc3c2)cs1 (centres undefined)
-1	COc1cccc2ccc(CC(O)(c3ccccc3)c3ccccc3)nc12
-5	CN(C)c1cccc2c(S(=O)(=O)NC(=O)[C@H]3O[C@@H](n4ccc(=O)[nH]c4=O)[C@H](O)[C@@H]3O)cccc12
-2	CCN(CC)C(=O)[C@H]1C[C@H](CC(=O)NCCCN(C)C)C(=O)N2CCc3c([nH]c4cc(CCC(=O)N(C)C)ccc34)[C@]12C
-3	Cc1ccc(S(=O)(=O)NC(C)C(=O)OCC(=O)Nc2sccc2C(N)=O)cc1 (centres undefined)
-6	CN1CCN(c2ccc3c(c2)C2CC3CCN2C(=O)OCc2ccccc2)CC1 (centres undefined)
-3	COc1cccc(C(NC(C)=O)c2nc(-c3cccc(C(F)(F)F)c3)cs2)c1 (centres undefined)

Additional results:
GalR3 antag	Structure
-6	O=C(NCc1ccccc1)[C@@H]1CCCN1C(=O)[C@H]1CCCN1C(=O)c1cccc(F)c1
-3	CCOC(=O)C1CN(Cc2ccccc2)C(=O)C1=O (centres undefined)
-3	C[C@@H]1CN([C@H](C)CO)S(=O)(=O)c2ccc(Br)cc2O[C@H]1CN(C)C(=O)Nc1cccc(F)c1
3	COC(=O)c1ccc2c(c1C(=O)OC)CN(S(=O)(=O)C(C)(C)C)[C@H]2CCO
-4	CN(C)c1ccc(-c2ccnc3c2CC(C)(C(=O)Nc2cccc(C(F)(F)F)c2)O3)cc1 (centres undefined)
-4	Cc1cccc(NS(=O)(=O)c2ccc(C)c(C(=O)NCc3ccccn3)c2)c1
-4	CC(C)[C@@H]1Cc2[nH]c(=S)[nH]c(=O)c2[C@H](C)O1
-4	CC1(C(=O)NCC2CC2)Cc2c(-c3ccccc3)ccnc2O1 (centres undefined)
-7	O=S(=O)(NCCc1ccc(F)cc1)c1ccc(F)cc1Br
-1	CC(C)CN(C(=O)C1CCCO1)c1c(N)n(CC(C)C)c(=O)[nH]c1=O (centres undefined)
4	NCc1csc(Nc2ncccn2)n1
-4	Cc1nc2cc(OC3(C)CCN(Cc4ccc(OC(F)(F)F)cc4)C3)ccc2s1 (centres undefined)
-3	CSc1ccc(CNC(=O)C2(C)CCCN2CC(C)C)cc1 (centres undefined)
-4	CC(=O)Nc1ccc(-c2ccnc3c2CC(C(=O)Nc2cccc(Oc4ccccc4)c2)O3)cc1 (centres undefined)
-6	O=C1COc2ccc(C(=O)COC(=O)c3ccc([N+](=O)[O-])cc3Cl)cc2N1
-2	CC(C)(C)S(=O)N1Cc2cc(C(=O)N3CCOCC3)nc(-c3cccc(Br)c3)c2[C@H]1CCO (some centres undefined)
1	CCOc1ccccc1C=NNC(=O)c1cccc2ccccc12
-8	CN(CCc1ccccc1)C(=O)c1ccc(NC(=O)Cc2ccc(NC(=O)C3CCCN(C(=O)CCc4ccccc4)C3)cc2)cc1 (centres undefined)
-2	CCC(C(=O)N1CCN(Cc2ccc3c(c2)OCO3)CC1)n1nnc2ccccc2c1=O (centres undefined)
-5	O=C1NC2c3c(Cl)sc(Cl)c3C(=O)C2O1 (centres undefined)
-8	OCCCNc1ncnc2c1ncn2[C@H]1CN(Cc2ccc(Cl)cc2)C[C@@H](CO)O1
-6	CCc1nc2c(OCC(=O)c3ccc(F)cc3)cccn2c1N(C)C(=O)C(C)C
-7	CC(C)(C)C(C(=O)NC1CCCC1)N1CCN(c2ncccc2C#N)CC1 (centres undefined)
-2	COc1cc2c(cc1OC)C(=NO)CCCC2
-5	CCOc1ccccc1NC(=O)COC(=O)C1COc2ccccc2O1 (centres undefined)
-3	C[C@@H]1CN([C@H](C)CO)C(=O)CCCn2cc(nn2)CO[C@H]1CN(C)S(=O)(=O)c1cccc(F)c1
6	Cn1nc(C(=O)Nc2nc(-c3ccccn3)cs2)c2ccccc2c1=O
-7	COc1ccc([C@H]2C[C@H](O)[C@@H](n3cc(COC(=O)c4ccccc4)nn3)CN2CC2CCCCC2)cc1
-6	C[C@H](O)[C@@H]1C(=O)N2CCc3c([nH]c4c(-c5ccccc5)cccc34)[C@@H]2C[C@@H]1N(C)C(=S)NCCc1ccccc1
-4	Cc1ccc2c(c1)nc1c3ccccc3nc(-c3ccccc3N)n21

Carrying on.
GalR3 antag	Structure
-7	c1ccc(C(=NNc2nc3ccccc3s2)c2ccccn2)cc1
1	COc1cc(NC(=O)c2cc(OC)c(OC)c(OC)c2)c2ncccc2c1
-2	COC(=O)C1=C(C)N(CC(C)C)C(=S)NC1c1cccc(Br)c1 (centres undefined)
0	O=C(/C=C/[C@H]1O[C@@H](n2ccc(=O)[nH]c2=O)[C@H](O)[C@@H]1O)NCc1cccnc1
0	O=C(Nc1csnn1)OCc1ccccc1
-6	Cc1ccccc1OC1(C)CCN(Cc2ccc3ccccc3c2)C1 (centres undefined)
-7	NC(=O)c1ncn([C@@H]2O[C@H](C(=O)N3CCN(Cc4ccccn4)CC3)[C@@H](O)[C@H]2O)n1
-7	Cc1cccc(N2CCN(C(C(=O)NCc3ccccc3)c3ccco3)CC2)c1C (centres undefined)
-5	O=C(Nc1ccc2c(c1)C(N1CCOCC1)c1ccccc1-2)C(F)(F)F (centres undefined)
1	CC(=O)N1CCCC(C)(C(=O)Nc2ccc3oc(C)nc3c2)C1 (centres undefined)
-1	CC(=O)c1ccc(S(=O)(=O)Nc2ccc(C(=O)NC3CC3)cc2)cc1
-2	COC(=O)c1ccc2nc(-c3ccc(OC)c(OC)c3)c(CC3CCCCC3)n2c1
-7	N#C/C(=C\c1cccn1S(=O)(=O)c1ccccc1)S(=O)(=O)c1ccc(F)cc1
-5	COc1cccc(-c2cnc3c(NC(C)=O)cc(-c4ccc(C(=O)NC5CC5)cc4)cn23)c1
-7	COC(=O)CCN(Cc1ccccc1)S(=O)(=O)c1ccccc1Br
3	C[C@@H]1CN([C@H](C)CO)C(=O)CCCn2nncc2CO[C@H]1CN(C)Cc1ccccc1C(F)(F)F
-5	CN(C)C(CNC(=O)c1cc(S(=O)(=O)N2CCOCC2)ccc1Cl)c1cccs1 (centres undefined)
-2	CN(C)CCCNC(=O)c1cccc(-c2ccc3nncn3c2)c1
-3	NC(c1csc(NC(=O)Nc2ccccc2Oc2ccccc2)n1)c1ccccc1Cl (centres undefined)
-5	COCCNC(=O)C1(C)Cc2c(-c3ccc(NC(C)=O)cc3)ccnc2O1 (centres undefined)
-2	CC(=O)Oc1ccccc1Cn1c(C)c(C(=O)NCc2ccc(Cl)c(Cl)c2)sc1=O
-1	CC1C(=O)OC2C1CCC1(C)C3(C)C(=O)C=CC213 (centres undefined)
-5	CSc1ccc(C(O)c2ncc(-c3cccc(F)c3)[nH]2)cc1 (centres undefined)
-5	COC1OC(O)C(NC(=O)C(F)(F)F)CC1O (centres undefined)
